# Screening data as filed in PubChem BioAssay.
# DT40 TDP1 no CPT = qHTS for Inhibitors of human tyrosyl-DNA phosphodiesterase 1 (TDP1): qHTS in cells in absence of CPT. 420,000 compounds, 15% hits. DT40 Tdp1-/- hTDP1 cells, no CPT, ATP luminescence, 48 h. Potency, µM (top dose mostly 46.2 µM), inactives show at the top dose activity change, negative = growth inhibition, actives largely listed as inhibitors; note: nearly all actives have a fitted effect of over 55% in size
#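 No-CPT arm: Tdp1-/-;hTDP1 DT40 cells (400/well) plus compounds, incubated ≥48 hr at 37 °C. Readout CellTiter-Glo luminescence.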
# TDP1 block = blocks human tyrosyl-DNA phosphodiesterase 1; Q9NUW8; recombinant TDP1, AlphaScreen DNA substrate cleavage; Potency, µM (titrated, usually from 130 µM), inactives show at the highest dose activity change, negative = inhibition, most hits filed as inhibitors; 350,000 compounds, 0.28% hits; note: nearly all actives have a fitted effect of over 40% in size
# Target sequence (Q9NUW8 whole entry, looked up): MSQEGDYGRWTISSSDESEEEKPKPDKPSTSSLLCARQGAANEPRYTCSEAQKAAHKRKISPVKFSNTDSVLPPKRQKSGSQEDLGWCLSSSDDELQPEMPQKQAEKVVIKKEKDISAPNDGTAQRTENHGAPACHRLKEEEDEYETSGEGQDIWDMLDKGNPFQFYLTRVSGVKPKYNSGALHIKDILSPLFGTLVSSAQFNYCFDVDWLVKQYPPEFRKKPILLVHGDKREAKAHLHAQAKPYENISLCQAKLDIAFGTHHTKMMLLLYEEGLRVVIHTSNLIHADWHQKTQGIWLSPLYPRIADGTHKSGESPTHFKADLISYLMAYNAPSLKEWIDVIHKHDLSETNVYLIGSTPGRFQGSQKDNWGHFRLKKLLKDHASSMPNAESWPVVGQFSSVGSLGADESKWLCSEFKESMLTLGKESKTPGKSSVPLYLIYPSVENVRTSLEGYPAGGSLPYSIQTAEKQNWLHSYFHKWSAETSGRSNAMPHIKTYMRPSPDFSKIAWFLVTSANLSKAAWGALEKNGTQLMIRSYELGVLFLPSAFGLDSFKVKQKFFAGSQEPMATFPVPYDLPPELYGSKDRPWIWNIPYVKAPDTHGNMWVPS
#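 AlphaScreen read-out: signal falls as enzyme removes the 3' tyrosine-FITC from a 5'-biotinylated DNA oligo (15 nM, 5 min, RT). Enzyme was E. coli-made recombinant Tdp1 at 1 nM, exposed to compound for 15 min beforehand; beads 10 ug/ml, 10 min.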
# GCN5L2 inh = blocks human GCN5L2 histone acetyltransferase | Q92830 | GCN5L2 HAT assay, ThioGlo1 CoA-SH fluorescence | Potency, µM (series often up to 58.9 µM), inactives show at the top dose activity change, negative = inhibition, actives largely listed as inhibitors | 390,000 compounds, 0.21% hits | AID 504327
#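 ThioGlo1-coupled HAT assay: 20nM GCN5L2, 70uM acetyl-CoA, 75uM H3(1-25) peptide, pH 7.5. Fluorescence read at 340/540nm at start and after 20 min at room temperature.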
# * = called active by the depositor; ? = inconclusive; · = no result given; & = joins results of further samples; [ ] = dose if it differs, or a comment. Calls come from the whole dose curve; as a rule, active = well fitted curve in the direction sought with a large enough effect; inconclusive = small, poorly fitted or top-dose-only effect, or another doubt; inactive = no such curve, though single readings can be large; an effect the other way counts as inactive or inconclusive. % is set by controls: 0 for no effect and ±100 for the full control effect; potency is the fitted concentration of half-maximal effect.
1	CCN(CC)C(=O)CNC(=O)Cc1ccc(Cl)cc1
2	CC1CCN(C(=S)SCc2nc(N)nc(Nc3ccccc3)n2)CC1
3	C[C@H]1CN=C(N(C)C)N1CCC1CCCCC1
4	O=C(Cn1c(=O)n(Cc2ccco2)c(=O)c2cc(Cl)ccc21)NCC1CCCO1 (centres undefined)
5	CCCn1c(N)c(N(CCOC)C(=O)c2cccc(S(=O)(=O)N3CCCc4ccccc43)c2)c(=O)[nH]c1=O
6	COc1cccc(N2CC(C(=O)Oc3ccc4ccccc4c3)CC2=O)c1 (centres undefined)

Screen / compound no. | 1 | 2 | 3 | 4 | 5 | 6
DT40 TDP1 no CPT | 4.9% | -12.4% | 16.4µM* | 10.2% | ? | -6.4%
TDP1 block | 0.5% | · | 0.1% | 3.3% | 5.0% | -6.0%
GCN5L2 inh | -4.1% | -8.3% | -3.0% | -0.5% | -16.6% | 0.0%

7	C/C=C(/C)C(=O)O[C@@H]1c2cc3c(c(OC)c2-c2c(cc(OC)c(OC)c2OC)[C@@H](OC(C)=O)[C@@H](C)[C@H]1C)OCO3
8	O=C(NC(=S)NCCN1CCOCC1)c1ccc(F)cc1
9	COc1ccc([C@@H]2[C@@H]3C(=O)N(C(C)(C)C)C(=O)[C@@H]3[C@]3(Cc4ccccc4)C(=O)N(c4ccc(Br)cc4)C(=O)N23)cc1
10	Cc1cc(C)n(-c2c(F)c(F)c(COC(=O)c3ccccc3)c(F)c2F)n1
11	Cc1ccc(-c2c[n+](=O)c3c(n2[O-])CCC3)cc1
12	O=C(CCCC(=O)N(CC(=O)NC1CCCC1)Cc1ccc(F)cc1)Nc1ccccn1

Screen / compound no. | 7 | 8 | 9 | 10 | 11 | 12
DT40 TDP1 no CPT | 16.4µM* | -19.3% | 23.1µM* | -20.9% | 2.4% | -16.2%
TDP1 block | -2.4% | 0.6% | · | · | 0.0% | 2.1%
GCN5L2 inh | -18.0% | -3.8% | -0.7% | -21.1% | ? | 3.5%

13	CCCCOc1cccc(C(=O)Nc2ccc(N3CCN(CC)CC3)cc2)c1
14	COc1ccc2c(c1)c(C(O)CN1CCC(Cc3ccccc3)CC1)c(C)n2C (centres undefined)
15	N#Cc1ccc(S(=O)(=O)NC2CCCCNC2=O)cc1 (centres undefined)
16	COc1ccc(C2=NNC(c3cccnc3)=Nc3ccccc32)cc1
17	CCOC(=O)CN1NC2(CCC(C(C)(C)C)CC2)NC1=S (centres undefined)
18	CCOC(=O)c1sc(NC(=O)CSc2ncn(-c3ccccc3)n2)nc1C

Screen / compound no. | 13 | 14 | 15 | 16 | 17 | 18
DT40 TDP1 no CPT | ? | ? | -2.8% | ? | -4.2% | ?
TDP1 block | 6.8% | 9.8% | · | 5.1% | 9.3% | 0.0%
GCN5L2 inh | 1.7% | -6.2% | 2.0% | 0.0% | -63.6% | -4.6%

19	Cn1c(=O)oc2cc(S(=O)(=O)N3CCN(c4ccc(F)cc4)CC3)ccc21
20	Cc1ccc(NC(=O)C2COc3ccccc3O2)cc1S(=O)(=O)N1CCOCC1 (centres undefined)
21	Cc1c(N)cccc1-n1cnnn1
22	COC(=O)c1cc(NC(=O)c2ccco2)ccc1N1CCOCC1
23	O=C(CN1C(=O)c2ccccc2S1(=O)=O)Nc1ccc(S(=O)(=O)Nc2ncccn2)cc1
24	Cc1ccc(OCCNC(=O)CCNS(=O)(=O)c2ccc(C)cc2)cc1

Screen / compound no. | 19 | 20 | 21 | 22 | 23 | 24
DT40 TDP1 no CPT | -4.0% | ? | -5.6% | -17.8% | -5.7% | -23.0%
TDP1 block | 2.6% | 0.8% | -0.6% | -1.3% | · | -1.1%
GCN5L2 inh | -7.4% | -4.6% | -5.5% | -3.6% | 2.1% | -7.3%

25	O=C1COc2ccc(S(=O)(=O)N3CCCC3)cc2N1
26	CC(C)(C)OC(=O)N1CCC(c2c(C(=O)NCc3cccs3)cnn2-c2cccc(F)c2)CC1
27	CO/N=C(/c1nonc1N)N1CCN(c2ccc([N+](=O)[O-])cc2)CC1
28	CC(C)(C)n1ncc2c(=O)n(Cc3ccc(Cl)cc3)cnc21
29	CCN(CC(=O)Nc1ccccc1C(F)(F)F)C(=O)CCc1ccccc1
30	O=C(CN1C(=O)c2cccnc2Oc2ccc(Cl)cc21)NC1CCCCCC1

Screen / compound no. | 25 | 26 | 27 | 28 | 29 | 30
DT40 TDP1 no CPT | 1.7% | 16.4µM* | ? | 23.1µM* | -1.4% | -0.8%
TDP1 block | 1.4% | 2.1% | 7.8% | -2.3% | · | -3.0%
GCN5L2 inh | -1.9% | -0.3% | -3.2% | -6.1% | 2.0% | 1.3%

31	Cc1ccc(NC(=O)CSc2nc3nc(C)c(Cc4ccccc4)c(C)n3n2)cc1
32	COc1cc2cc(CNc3ccccc3)c(=O)n(CC(=O)Nc3cc(C)cc(C)c3)c2cc1OC
33	CCCc1cc(=O)[nH]c(SCC(=O)Nc2ccccc2C#N)n1
34	CC(C)C(c1nnnn1Cc1ccc(F)cc1)N1CCN(C2CCCC2)CC1 (centres undefined)
35	CCN1C(=NCCc2cccnc2)N[C@@H](c2ccccc2)C(C(=O)OC)=C1C
36	CCNC(=S)NNC(=O)c1cc(CC(C)C)nc2ccccc12

Screen / compound no. | 31 | 32 | 33 | 34 | 35 | 36
DT40 TDP1 no CPT | ? | · | -6.2% | -13.5% | ? | ?
TDP1 block | 5.2% | 8.5% | 5.7% | 4.7% | · | 9.0%
GCN5L2 inh | -25.4% | -17.1% | -8.3% | 0.4% | 1.0%&-7.0% | -9.4%

37	CCc1ccccc1NC(=O)Cn1cc(C(=O)c2ccc(Cl)cc2)c(=O)c2ccc(C)nc21
38	CC(=O)c1cccc(NC(=O)NCCc2ccc(Cl)cc2)c1
39	CCOc1ccccc1C(=O)Nc1ccc(S(=O)(=O)N2CCOCC2)cc1
40	CCC1Nc2ncnc(N3CCOCC3)c2N(Cc2ccccc2)C1=O (centres undefined)
41	O=C(c1cccnc1)N1CCN(c2ccc3ccccc3n2)CC1
42	O=C(CO/N=C/c1cccc([N+](=O)[O-])c1)Nc1ccc2ccccc2c1

Screen / compound no. | 37 | 38 | 39 | 40 | 41 | 42
DT40 TDP1 no CPT | 5.0% | -20.4% | ? | -9.0% | ? | -5.1%
TDP1 block | -4.2% | 4.2%[56.1 µM] | 0.5% | -1.8% | -2.6% | 7.0%
GCN5L2 inh | -25.3% | -14.6% | -4.1% | -3.7% | -2.7% | -5.4%

43	COc1ccc(CNCC(O)COc2ccc(C(C)(C)c3ccccc3)cc2)cc1 (centres undefined)
44	Cc1cccc(OCCSCc2nc3ccccc3[nH]2)c1
45	CC1CC(C)CN(S(=O)(=O)c2ccc(C(=O)N3CCN(c4ccccc4)CC3)cc2)C1 (centres undefined)
46	O=S(=O)(NCCc1cn2ccccc2n1)c1ccc(F)c(C(F)(F)F)c1
47	Cc1csc(SCC(=O)Nc2ncc(Cl)c(C)c2Cl)n1
48	CC(C)(C)C(=O)NC(=S)NCCc1ccccc1

Screen / compound no. | 43 | 44 | 45 | 46 | 47 | 48
DT40 TDP1 no CPT | ? | 20.6µM* | ? | ? | ? | -17.9%
TDP1 block | · | 5.8% | 4.2% | 5.2% | 1.0% | 5.9%
GCN5L2 inh | -30.7% | -0.4% | -9.8% | -2.5% | -10.7% | -4.6%

49	O=C(NCC1CCCO1)C1CC(=O)N(c2ccc(F)c(Cl)c2)C1 (centres undefined)
50	COc1cc(C(=O)Nc2cccc(OCc3cc(=O)n4cc(C)sc4n3)c2)cc(OC)c1OC
51	CSCCC(NC(=O)c1ccccc1)C(=O)N(C)CC(=O)Nc1ccc(N2CCOCC2)cc1 (centres undefined)
52	COc1ccc(C(C)C)cc1S(=O)(=O)N1CCC(C(=O)N2CCN(C)CC2)CC1
53	Cc1cc(C)cc(Oc2ccccc2/C=C\C(=O)O)c1
54	Cc1sc2ncnc(NS(=O)(=O)c3ccc(Cl)cc3)c2c1C
55	CCCCCCN1N=C(C)C(C(=O)c2ccc(Cl)cc2)C1=O (centres undefined)

Screen / compound no. | 49 | 50 | 51 | 52 | 53 | 54 | 55
DT40 TDP1 no CPT | -4.3% | -29.9% | -0.8% | -24.7% | -11.9% | -18.5% | ?
TDP1 block | 1.2% | 9.0% | 2.6% | 4.6% | -2.1% | -0.4% | 3.1%
GCN5L2 inh | 0.2% | 3.5% | -2.0% | 0.0% | 1.3% | 0.7% | -6.9%

# 17 entries from above, with values under each structure:
# The line under a structure holds: DT40 TDP1 no CPT, TDP1 block, GCN5L2 inh
36) CCNC(=S)NNC(=O)c1cc(CC(C)C)nc2ccccc12
 : ?, 9.0%, -9.4%
37) CCc1ccccc1NC(=O)Cn1cc(C(=O)c2ccc(Cl)cc2)c(=O)c2ccc(C)nc21
 : 5.0%, -4.2%, -25.3%
38) CC(=O)c1cccc(NC(=O)NCCc2ccc(Cl)cc2)c1
 : -20.4%, 4.2%[56.1 µM], -14.6%
39) CCOc1ccccc1C(=O)Nc1ccc(S(=O)(=O)N2CCOCC2)cc1
 : ?, 0.5%, -4.1%
40) CCC1Nc2ncnc(N3CCOCC3)c2N(Cc2ccccc2)C1=O (centres undefined)
 : -9.0%, -1.8%, -3.7%
41) O=C(c1cccnc1)N1CCN(c2ccc3ccccc3n2)CC1
 : ?, -2.6%, -2.7%
42) O=C(CO/N=C/c1cccc([N+](=O)[O-])c1)Nc1ccc2ccccc2c1
 : -5.1%, 7.0%, -5.4%
43) COc1ccc(CNCC(O)COc2ccc(C(C)(C)c3ccccc3)cc2)cc1 (centres undefined)
 : ?, ·, -30.7%
44) Cc1cccc(OCCSCc2nc3ccccc3[nH]2)c1
 : 20.6µM*, 5.8%, -0.4%
45) CC1CC(C)CN(S(=O)(=O)c2ccc(C(=O)N3CCN(c4ccccc4)CC3)cc2)C1 (centres undefined)
 : ?, 4.2%, -9.8%
46) O=S(=O)(NCCc1cn2ccccc2n1)c1ccc(F)c(C(F)(F)F)c1
 : ?, 5.2%, -2.5%
47) Cc1csc(SCC(=O)Nc2ncc(Cl)c(C)c2Cl)n1
 : ?, 1.0%, -10.7%
48) CC(C)(C)C(=O)NC(=S)NCCc1ccccc1
 : -17.9%, 5.9%, -4.6%
49) O=C(NCC1CCCO1)C1CC(=O)N(c2ccc(F)c(Cl)c2)C1 (centres undefined)
 : -4.3%, 1.2%, 0.2%
50) COc1cc(C(=O)Nc2cccc(OCc3cc(=O)n4cc(C)sc4n3)c2)cc(OC)c1OC
 : -29.9%, 9.0%, 3.5%
51) CSCCC(NC(=O)c1ccccc1)C(=O)N(C)CC(=O)Nc1ccc(N2CCOCC2)cc1 (centres undefined)
 : -0.8%, 2.6%, -2.0%
52) COc1ccc(C(C)C)cc1S(=O)(=O)N1CCC(C(=O)N2CCN(C)CC2)CC1
 : -24.7%, 4.6%, 0.0%

# An excerpt (hit frequency here may not be typical).
